RXFP1 ag: agonists of human relaxin receptor RXFP1. Q9HBX9. HEK293T-RXFP1 cAMP TR-FRET, 30 min; response scale: percent of porcine relaxin response, buffer zero. Potency, µM (highest dose often 57.5 µM), for inactives: at the highest dose activation, actives largely listed as activators. 370,000 tested, 0.3% active. AID 2676; active = well fitted activation curve with a large enough effect; also: potency is read from the fitted curve at half-maximal effect; % is scaled to controls: 0 for no effect and ±100 for the full control effect; nearly all actives have a fitted effect of over 60% in size; many of its hits are not listed in these tables
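HEK293T cells stably expressing RXFP1 were pretreated with the PDE4 inhibitor Ro 20174, exposed to compounds for 30 min at 37C, lysed, and cAMP was read by TR-FRET. Data normalized to buffer (basal) and 29 nM porcine relaxin (100%).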
D2 PAM: positively modulates the human D2 dopamine receptor allosterically | P14416 | HEK293 T-REx D2, calcium flux, EC20 dopamine potentiation | potentiation, % at 10 µM | 340,000 tested, 0.34% active | AID 485347;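 active = potentiation over 3 SD above the plate norm, cut at about 30% in these data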; also: 0% is about no effect
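Calcium flux readout, no-wash dye, 1 read/s. Inducible HEK293 Trex D2 line, overnight 30 C. Compound alone 180 s (agonist flags), then EC20 dopamine, another 180 s to score potentiation.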
D1 potentiator: enhances dopamine response at the human D1 receptor; potentiation, % at 10 µM; P21728; AID 504651; HEK293 TREx D1 cells, calcium flux, dopamine EC20 potentiation; 360,000 tested, 0.036% active; in the data active = potentiation above about 30%; also: 0% is about no effect
Target sequence (P21728 whole entry, looked up): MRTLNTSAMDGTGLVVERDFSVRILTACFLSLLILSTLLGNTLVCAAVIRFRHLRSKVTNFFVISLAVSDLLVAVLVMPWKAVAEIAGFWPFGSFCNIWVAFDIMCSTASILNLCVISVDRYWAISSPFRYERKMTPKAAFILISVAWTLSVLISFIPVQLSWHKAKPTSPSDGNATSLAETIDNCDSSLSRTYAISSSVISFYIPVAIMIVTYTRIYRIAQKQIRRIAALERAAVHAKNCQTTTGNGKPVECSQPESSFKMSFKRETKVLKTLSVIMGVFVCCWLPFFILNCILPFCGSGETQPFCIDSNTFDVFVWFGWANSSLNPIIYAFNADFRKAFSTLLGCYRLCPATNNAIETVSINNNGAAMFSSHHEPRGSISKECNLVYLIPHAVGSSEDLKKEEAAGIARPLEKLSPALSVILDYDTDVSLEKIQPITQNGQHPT
D2 agonist: agonists of human D2 dopamine receptor; 340,000 tested, 0.53% active; P14416; HEK293 T-REx D2 cells, calcium flux agonist mode; activation, % at 2 µM;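 active = activation over 3 SD above normal in the single-dose calcium agonist read, cut at about 30% in these data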; also: 0% is about no effect
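Agonism is scored from calcium flux in a force-coupled, inducible HEK293 cell line expressing D2, read kinetically for 180 s after compound addition against dopamine controls.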
D1 antagonist: human D1 dopamine receptor antagonism | HEK293 TREx D1 cells, calcium flux, dopamine EC80; active compounds read low | activity change, negative = inhibition, % at 10 µM | 360,000 tested, 3.2% active | AID 504652; in the data active = activity change below about -30%; also: % is scaled to controls: 0 for no effect and ±100 for the full control effect
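Allosteric or orthosteric antagonism assessed as attenuation of the calcium response to EC80 dopamine, added 180 s after compound, in induced HEK293 Trex D1 cells loaded with no-wash calcium dye.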
TRHR PAM: TRH receptor (human) allosteric enhancement; 360,000 tested, 0.66% active; AID 493056; enhancement, % at 2 µM; TRHR cells, fluo-8 calcium fluorescence, EC20 TRH enhancement; P34981; in the data active = enhancement above about 30%; also: 0% is about no effect
Target sequence (P34981 whole entry, looked up): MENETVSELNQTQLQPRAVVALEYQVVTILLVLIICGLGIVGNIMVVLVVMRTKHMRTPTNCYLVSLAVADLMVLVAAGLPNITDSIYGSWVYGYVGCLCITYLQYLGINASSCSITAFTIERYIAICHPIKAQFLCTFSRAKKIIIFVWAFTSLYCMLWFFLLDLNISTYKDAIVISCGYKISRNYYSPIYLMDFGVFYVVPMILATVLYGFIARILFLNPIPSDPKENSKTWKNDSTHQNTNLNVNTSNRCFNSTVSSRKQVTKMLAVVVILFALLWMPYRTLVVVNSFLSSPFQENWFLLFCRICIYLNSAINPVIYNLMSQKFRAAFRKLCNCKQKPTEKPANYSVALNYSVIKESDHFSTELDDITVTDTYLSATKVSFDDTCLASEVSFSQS
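Enhancer read-out: after compound pinning and an initial kinetic agonist-mode read, an EC20 of TRH (10 nM final) was injected and fluo-8 calcium signal (Ex 480/Em 530) followed at 1 s/cycle for 100 cycles in TRHR-expressing cells.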
D2 antag: antagonists of human D2 dopamine receptor; 340,000 tested, 2% active; AID 485344; inhibition, % at 10 µM; HEK293 TREx D2 cells, calcium flux, dopamine EC80; P14416; in the data active = inhibition above about 30%; also: 0% is about no effect
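Overnight-induced (tetracycline, 30 C) HEK293 T-REx cells carrying force-coupled D2 receive a no-wash calcium dye, then compound, then EC80 dopamine at 180 s; signals are read kinetically throughout.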
RXFP1 antagonist: RXFP1 (human) relaxin receptor antagonism | Q9HBX9 | HEK293-RXFP1, relaxin-stimulated cAMP HTRF, 30 min; active compounds read low | activity change, negative = inhibition, % at 57.5 µM | 350,000 tested, 0.59% active;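 active = activity change of -60% or lower, but not beyond a set lower limit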; also: % is scaled to controls: 0 for no effect and ±100 for the full control effect
D1 ag: human D1 receptor agonism; HEK293 T-REx D1 cells, calcium flux, agonist mode; P21728; AID 504660; activation, % at 2 µM; 360,000 tested, 1% active; in the data active = activation above about 30%; also: 0% is about no effect
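Tetracycline-induced HEK293 TREx D1 cells, force-coupled to calcium signalling, were dye-loaded with a no-wash calcium kit. Compound was pin-added after a 10 s baseline. Fluorescence was read kinetically at 1 cycle/s for 180 s, with calcium rises flagged as agonism.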
The depositor's hits bear a star; nt = no result given.

SMILES	RXFP1 ag	D2 PAM	D1 potentiator	D2 agonist	D1 antagonist	TRHR PAM	D2 antag	RXFP1 antagonist	D1 ag
O=C1CC(NNc2ccccc2)C(=O)N1c1ccc(N2CCCCC2)cc1 (configuration not stated)	1.9%	15	-7	0.9	-10	3	-42	-8	2
CC(=O)OCC1OC(OCc2cn(C[C@H]3CC[C@@H]([C@@H]4CC[C@H](Cn5cc(COC6OC(COC(C)=O)C(OC(C)=O)C(OC(C)=O)C6OC(C)=O)nn5)O4)O3)nn2)C(OC(C)=O)C(OC(C)=O)C1OC(C)=O (some centres not stated)	1.6%	-5	-2	-0.4	2	-2	12	nt	1
Cc1[nH]nc(SCC(=O)N2CCCC2)c1[N+](=O)[O-]	0.1%	4	-2	0.1	-4	3	-10	2	5
O=C(CN1C(=O)NC2(CCCC2)C1=O)Nc1ccccc1N1CCCCC1	0.7%	-3	-3	0.0	14	-4	-10	-4	0
O=C(CCc1ccccc1)NCc1ccccn1	0.5%	-1	-4	1.5	8	-6	-9	-7	3
CC(=O)c1ccc(NC(=O)C2C3CCC(C3)C2C(=O)O)cc1 (configuration not stated)	3.9%	-1	-4	0.0	13	0	13	-4	3
COc1ccc2c(Cl)c(-c3nnc(SCC(=O)c4ccccc4)n3C)sc2c1	-0.2%	-1	-5	0.0	-43*	-5	-13	-12	4
CCOc1ccccc1C(=O)Nc1nnc(Cc2ccc(OC)c(OC)c2)s1	-0.5%	-7	-29	0.6	5	3	-17	9	-1
COc1ccc(/C=C/c2nc(C#N)c(NCCc3ccc(OC)c(OC)c3)o2)cc1OC	12%	3	-1	2.6	-10	7	nt	-4	0
CCOC(=O)N1CCN(S(=O)(=O)c2ccc(OC)c3ccccc23)CC1	0.5%	11	-5	0.2	-1	7	-12	-16	10
N#Cc1ccc(C(=O)Nc2ccc3ccccc3c2)cc1	0.2%	-12	-15	-1.0	-21	1	3	-11	3
COc1cccc(NC(=O)CCNC(=O)C2CCN(S(=O)(=O)c3ccc(F)cc3)CC2)c1	-1.2%	-5	2	-0.6	1	6	7	4	0
CCn1c(C(=O)NCc2ccc(OC(C)C)cc2)cc2oc3ccccc3c21	-1.7%	4	-4	0.1	0	-3	nt	-2	2
Nc1c(C(=O)N/N=C/c2cccnc2)oc2nc(-c3ccco3)cc(-c3ccco3)c12	12%	3	-3	3.1	-31*	-12	7	2	4
Cc1cc(C)n2nc(C(=O)N/N=C/c3ccc(Cl)cc3)nc2n1	0.2%	-7	-6	1.1	-23	-5	6	3	1
Cc1cc(C)c(C)c(S(=O)(=O)N2CCN(Cc3nc4ccccc4[nH]3)CC2)c1C	4.9%	9	-1	-0.2	-8	3	4	20	1
CCOC(=O)C1=NOC(Cn2cc(C(C)=O)c(=O)[nH]c2=O)C1 (configuration not stated)	-1.0%	19	2	0.7	25	2	-16	-2	6
COc1ccc(/C=C/C(=O)NC(=S)Nc2ccccc2C(=O)NC2CCCCC2)cc1	3.1%	-19	-5	-0.4	26	-6	-10	-4	1
CCNCc1nc2cc(OC)c(OC)cc2c(=O)[nH]1	2.7%	1	-2	0.9	0	2	33*	19	0
O=C(Oc1ccc(Cl)c2cccnc12)c1cccc([N+](=O)[O-])c1	-2.1%	-2	-1	0.7	3	-2	1	-6	2

Given with values under each structure: entries from further up.
Fields – RXFP1 ag	D2 PAM	D1 potentiator	D2 agonist	D1 antagonist	TRHR PAM	D2 antag	RXFP1 antagonist	D1 ag
> O=C(Oc1ccc(Cl)c2cccnc12)c1cccc([N+](=O)[O-])c1
    -2.1%	-2	-1	0.7	3	-2	1	-6	2
> Cc1cc(C)n2nc(C(=O)N/N=C/c3ccc(Cl)cc3)nc2n1
    0.2%	-7	-6	1.1	-23	-5	6	3	1

(continued)
SMILES	RXFP1 ag	D2 PAM	D1 potentiator	D2 agonist	D1 antagonist	TRHR PAM	D2 antag	RXFP1 antagonist	D1 ag
CCN1CCC(N(Cc2cccc(OC)c2)C(=O)Nc2ccc(C)cc2Cl)CC1	-2.2%	-15	-1	0.3	4	-18	nt	-15	5
Cc1noc(C(=O)NC2CCCCC2)c1Cl	-2.5%	-1	-1	0.4	-9	-1	14	-9	3
Cc1cc(C)n2nc(CC(=O)NCc3ccccc3Cl)nc2n1	0.8%	5	10	0.7	-17	2	11	-5	3
COc1cc(NC(=O)CSc2nc3cc(C)ccc3cc2C)c(C(=O)O)cc1OC	1.2%	20	5	-1.0	-8	2	-3	22	2
CCn1cc([N+](=O)[O-])c(C(=O)N2N=C(c3ccc(Cl)c(Cl)c3)CC2c2ccccc2O)n1 (configuration not stated)	2.5%	12	-1	3.5	14	1	4	-24	9
Cc1ccc(C)c(N2CCN(C(=O)Cn3c(=O)c4cccn4c4ccc(F)cc43)CC2)c1	3.2%	3	-1	-0.2	6	15	nt	-9	-1
CCOc1cc(N2CCOCC2)c(OCC)cc1NC(=O)CN1CCSC1=O	0.3%	11	-6	1.5	-11	7	13	1	1
O=C(NCC(c1cccnc1)N1CCc2ccccc2C1)C(=O)Nc1ccc(Cl)cc1 (configuration not stated)	0.3%	9	-4	-1.0	-9	0	nt	-31	1
NC1=NCC(O)=C1c1nc2ccccc2[nH]1	-2.9%	-1	-3	1.1	6	24	10	-8	2
Cn1c(COc2ccc(Cl)cc2)nnc1SCC(=O)Nc1ccc2c(c1)CCC2	0.9%	9	-3	-0.1	10	-2	4	nt	5

Rewritten with two lines to a compound: part of the list above
Each structure is followed by: RXFP1 ag, D2 PAM, D1 potentiator, D2 agonist, D1 antagonist, TRHR PAM, D2 antag, RXFP1 antagonist, D1 ag
> CCOc1cc(N2CCOCC2)c(OCC)cc1NC(=O)CN1CCSC1=O
 : 0.3%, 11, -6, 1.5, -11, 7, 13, 1, 1
> O=C(NCC(c1cccnc1)N1CCc2ccccc2C1)C(=O)Nc1ccc(Cl)cc1 (configuration not stated)
 : 0.3%, 9, -4, -1.0, -9, 0, nt, -31, 1
> NC1=NCC(O)=C1c1nc2ccccc2[nH]1
 : -2.9%, -1, -3, 1.1, 6, 24, 10, -8, 2

Next section
SMILES	RXFP1 ag	D2 PAM	D1 potentiator	D2 agonist	D1 antagonist	TRHR PAM	D2 antag	RXFP1 antagonist	D1 ag
COc1ccc(CCNCC(=O)Nc2ccc(OC(F)F)cc2)cc1	0.1%	-3	-2	0.2	7	7	-9	-4	1
CCCN1CCN(S(=O)(=O)c2ccc3c(c2)CC(C)N3C(=O)C2CC2)CC1 (configuration not stated)	4.3%	-5	-9	0.6	-12	-7	-16	22	3
CCC(=O)Nc1ccc(Cl)c(NC(=S)NC(=O)COc2ccccc2)c1	-0.4%	0	4	-0.3	9	5	-3	-10	6
CN(C)/C=C/c1onc(-c2ccccc2Cl)c1C#N	-1.3%	1	-5	0.0	-8	-14	2	-28	5
COC(=O)c1ccc(CNC(=O)c2nc(Cn3nc(C)c(Br)c3C)no2)cc1	0.5%	-13	-3	0.0	4	-4	nt	nt	1
CCC(C)[C@H](NC(=O)NCc1ccccc1Cl)C(=O)OC (some centres not stated)	1.2%	nt	4	nt	-6	-8	nt	11	-1
COC(=O)c1c(C)[nH]c(C(=O)OCC(=O)N(CC(C)C)c2c(N)n(Cc3ccccc3)c(=O)[nH]c2=O)c1C	0.1%	20	1	0.4	-6	6	10	1	17
CCCNC(=O)c1ccc(N2CCC3(CC2)CC(c2ccc(Cl)cc2)=NO3)c([N+](=O)[O-])c1	0.5%	-5	-11	1.3	-31*	1	-14	nt	2
CC(C)(CO)N=Cc1c(O)[nH]c2ccccc12	-0.2%	-8	-4	-0.9	29	-2	22	-6	5
COc1cccc(NC(=O)N2CCOCC2)c1	-0.4%	-3	2	0.9	5	2	-1	-2	1
COC(=O)N(C)CCCC1(C)C(=O)N(C)c2ccc(O)cc21 (configuration not stated)	-0.7%	4	3	3.6	8	13	-6	-18	3
Cc1cccc(-c2nnn(CC/C(N)=N/O)n2)c1	-0.2%	1	-8	0.5	1	8	5	-4	1
O=C(Nc1ccccc1)c1csc(-c2ccccc2)n1	2.6%	2	-2	0.7	18	-3	-1	2	1
Cc1ccc(C)c(NC(=O)CSc2nnc(CCNC(=O)OC(C)(C)C)o2)c1	1.5%	-3	-3	0.1	-1	-3	13	-6	3
O=C(/C=C/c1ccc([N+](=O)[O-])cc1)NNC(=O)C1CC1	2.6%	-7	-1	22	-17	8	-1	-2	4
Cc1ccc(-n2c(C)nnc2SCC(=O)N(C)C2CCS(=O)(=O)C2)cc1 (configuration not stated)	-1.0%	-1	nt	0.4	-26	2	-20	0	4
O=C(N/C(=C\c1cccc([N+](=O)[O-])c1)C(=O)N1CCCCC1)c1cccs1	0.2%	-5	-5	-0.7	6	1	-12	2	1
O=C(CC1C(=O)NCCN1Cc1ccccc1)NC1CCCCCC1 (configuration not stated)	0.4%	-2	-6	0.3	-3	0	-5	-1	9
CCOc1ccc(CCNC(=O)C2CCC(=O)N2C2CCCCC2)cc1OCC (configuration not stated)	0.3%	-7	-1	0.3	7	-2	-15	18	-1
CCc1cc2cc(C)ccc2nc1SCC(=O)N1CCN(C(=O)c2ccco2)CC1	3.2%	5	10	-1.6	10	-1	-4	-2	2
CC(C)C[C@H](CO)Nc1nc(Nc2cccc(Cl)c2)c2ncn(C(C)C)c2n1	0.0%	3	2	0.7	0	3	-11	nt	0
COc1ccccc1C(=O)NC(=O)CSc1nnc(SC)s1	1.2%	-4	1	-0.2	-3	0	-2	-6	0
Cc1cc(NC(=O)CC(C)C)cc(-c2nc3ncccc3o2)c1O	10%	-3	-3	-0.2	13	2	nt	nt	0
CC1CCCN(CCC(=O)Nc2ccccc2)C1 (configuration not stated)	-0.2%	-5	-1	0.4	6	-8	-9	-10	1

With a hit mark in D1 antagonist, of those listed so far:
structure	D2 PAM	D1 potentiator	D1 antagonist	TRHR PAM	D2 antag	RXFP1 antagonist	D1 ag
COc1ccc2c(Cl)c(-c3nnc(SCC(=O)c4ccccc4)n3C)sc2c1	-1	-5	-43*	-5	-13	-12	4
Nc1c(C(=O)N/N=C/c2cccnc2)oc2nc(-c3ccco3)cc(-c3ccco3)c12	3	-3	-31*	-12	7	2	4
CCCNC(=O)c1ccc(N2CCC3(CC2)CC(c2ccc(Cl)cc2)=NO3)c([N+](=O)[O-])c1	-5	-11	-31*	1	-14	nt	2

As entered above.
D1 ag result of `Cc1cc(NC(=O)CC(C)C)cc(-c2nc3ncccc3o2)c1O` = 0
RXFP1 ag result of `CC(C)C[C@H](CO)Nc1nc(Nc2cccc(Cl)c2)c2ncn(C(C)C)c2n1` = 0.0%
D2 agonist result of `CC1CCCN(CCC(=O)Nc2ccccc2)C1` (configuration not stated) = 0.4

This is a subset; count on the stated rates, not on these rows.
